uPA generation = blocks generation of uPA at the cell surface. cell surface uPA generation assay, qHTS. 330,000 tested, 0.31% active. AID 540303. Potency, µM (doses to about 38.3 µM), for the others: top-dose activity change, negative = inhibition, actives largely listed as inhibitors; active = well fitted inhibition curve with a large enough effect; inconclusive = small, poorly fitted or top-dose-only effect; inactive = no such curve, though single readings can be large or run the other way; tested in mouse RAW 264.7 cells; note: potency is the fitted concentration of half-maximal effect; nearly all actives have a fitted effect of over 55% in size
GALK inhibitor = blocks human galactokinase activity; P51570; Purified GALK, Kinase-Glo residual ATP luminescence; Potency, µM (series often up to 57.5 µM), for inactives: top-dose activity change, negative = inhibition, most hits filed as inhibitors; 270,000 tested, 0.007% active; AID 1868; note: potency is the fitted concentration of half-maximal effect
Target sequence (P51570 whole entry, looked up): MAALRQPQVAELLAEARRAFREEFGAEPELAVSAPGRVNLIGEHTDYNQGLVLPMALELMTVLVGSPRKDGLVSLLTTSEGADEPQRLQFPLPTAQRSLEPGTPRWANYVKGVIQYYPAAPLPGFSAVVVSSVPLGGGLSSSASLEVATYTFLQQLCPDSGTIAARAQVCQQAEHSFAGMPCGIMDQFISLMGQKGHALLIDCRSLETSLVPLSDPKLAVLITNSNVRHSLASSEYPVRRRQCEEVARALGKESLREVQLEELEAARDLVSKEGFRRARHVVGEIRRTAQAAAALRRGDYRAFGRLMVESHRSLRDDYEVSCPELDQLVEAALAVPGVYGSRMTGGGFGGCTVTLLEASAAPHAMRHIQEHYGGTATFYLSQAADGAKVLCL
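GALK at 5 nM final was combined with compound, 35 uM ATP and 100 uM galactose in HEPES pH8.0 with MgCl2 and DTT. The reaction ran one hour at room temperature before luminescent ATP detection.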
B2AR arrestin = agonists driving beta-arrestin recruitment to human beta2-adrenergic receptor; beta-arrestin recruitment to beta2AR, cell-based reporter; Potency, µM (top dose mostly 46.1 µM), inactives show at the highest dose activation, most hits filed as activators; AID 492947; 330,000 tested, 0.02% active;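 note: potency is the fitted concentration of half-maximal effect; 0% = DMSO controls and full agonism = EC100 isoproterenol or metaproterenol; nearly all actives have a fitted effect of over 65% in size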
Target sequence (P07550 whole entry, looked up): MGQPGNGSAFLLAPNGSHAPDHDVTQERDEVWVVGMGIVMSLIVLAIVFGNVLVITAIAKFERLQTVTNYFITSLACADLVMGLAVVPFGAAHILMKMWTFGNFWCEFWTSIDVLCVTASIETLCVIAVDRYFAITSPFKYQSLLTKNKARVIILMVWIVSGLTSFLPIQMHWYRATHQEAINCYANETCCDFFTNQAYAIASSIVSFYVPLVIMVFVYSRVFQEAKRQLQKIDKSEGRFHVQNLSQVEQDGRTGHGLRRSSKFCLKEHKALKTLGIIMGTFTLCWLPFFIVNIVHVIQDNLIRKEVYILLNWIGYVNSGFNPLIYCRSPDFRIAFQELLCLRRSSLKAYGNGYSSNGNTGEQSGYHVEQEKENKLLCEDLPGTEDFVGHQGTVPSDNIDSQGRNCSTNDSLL
Coupling enz = inhibits coupling enzyme system, counter-screen for aldolase hits; 290,000 tested, 0.67% active; coupling enzyme system counterscreen, AmpLite Red fluorescence; activity change, negative = inhibition, % at 58.2 µM, hits read low; AID 2472; in the data active = activity change below about -30%
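Final compound at 57.5 uM, incubated 10 min at RT with coupling enzyme reagent (glyceraldehyde-3-phosphate), then 20 min with substrate and AmpLite Red detection. Fluorescence read at 525/598 nm; tests interference with the coupling assay, not aldolase inhibition.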
KCNH2 3.1 block = blocks the human KCNH2 3.1 channel isoform | AID 720553 | U2OS KCNH2 3.1, thallium flux FluxOr; hits give low values | activity change, % (tested at about 1.8 µM) | 340,000 tested, 0.95% active;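 active = maximum activity change below -70%; inconclusive = maximum activity change from -70% to -50%; inactive = maximum activity change above -50%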;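 note: thallium influx rate constant from kinetic fluorescence after stimulation buffer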
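Normalized rate constant (relative to positive and negative DMSO controls) derived from a 2 min kinetic fluorescence read after stimulation; U2OS cells expressing the 3.1 isoform via virus at 1.77 x 10^8 /mL.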
Giardia killer = Giardia lamblia killing; activity change, % at 7.66 µM, hits read low; AID 540267; Giardia lamblia trophozoite viability; 340,000 tested, 0.15% active; in the data active = activity change below about -80%; inconclusive = between about -30% and that limit;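 note: parasites exposed to compound for two days anaerobically before the ATP read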
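Luminescence from cellular ATP indicates surviving trophozoites (100 cells/well) following 48 hrs anaerobic compound treatment at 37 deg C; signal develops 15-30 min at room temperature.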
Eya2 inh = Eya2 (human) phosphatase inhibition | Potency, µM (series often up to 76.9 µM), for inactives: top-dose activity, negative = inhibition, most hits filed as inhibitors | O00167 | recombinant Eya2, OMFP fluorescence dephosphorylation (OMFP is methylfluorescein phosphate) | 330,000 tested, 0.006% active; note: potency is the fitted concentration of half-maximal effect
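Eya2 (0.2 uM) preincubated 10 min at ambient with compound, then OMFP substrate added at 50 uM; 10 min reaction in 50 mM HEPES pH 7.5, 50 mM NaCl, 5 uM MgCl2, 0.05% BSA, 1 mM DTT. Fluorescence read at Ex 485/Em 525 nm.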
Chronic BCR inh = blocks chronic active B-cell receptor signaling. ABC-DLBCL IkBa-CBG/CBR reporter, luminescence ratio, 4 h. Potency, µM (titrated, usually from 46.1 µM), for inactives: at the highest dose ratio change, negative = lower green/red ratio, hits mostly inhibitors. 340,000 tested, 0.05% active. AID 493014; active = well fitted inhibition curve with a large enough effect in the signal ratio, with a control signal flat, not every such curve was filed as active; inconclusive = small, poorly fitted or top-dose-only effect, or effect the other way, or a change in a side signal; the % refers to the signal ratio;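 note: potency is the fitted concentration of half-maximal effect; plate controls were basal doxycycline-induced cells for no effect and cells given 10 µM MG132 for full effect; MG132 reads +100%, hits lower the ratio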
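TMD8 human ABC-DLBCL cells with doxycycline-inducible IκBα–green luciferase fusion and unfused red luciferase, in 0.5% FBS medium; compounds up to 46 uM, 4 h at 37C. Green/red luminescence ratio, filter-overlap corrected, fitted to concentration-response curves.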
hERG WT inh = inhibitors of human wildtype KCNH2 potassium channel | activity change, % at 1.84 µM | 340,000 tested, 0.37% active | Q12809 | U2OS, BacMam KCNH2, thallium flux FluxOr; hits give low values;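 active = maximum activity change below -70%; inconclusive = maximum activity change between -70% and -50%; inactive = maximum activity change above -50%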
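U2OS cells transduced with wild-type KCNH2 virus are loaded with FluxOr dye for 45 min, and thallium flux is measured in kinetic reads before and after stimulation buffer. Rate constants are normalized to DMSO controls.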
USP2a block = inhibitors of human ubiquitin-specific protease USP2a | O75604 | USP2 core, Ub-CHOP2 coupled fluorogenic reporter, 485/531 | Potency, µM (series often up to 38.3 µM), for the others: at the top dose activity change, negative = inhibition, most hits filed as inhibitors | 330,000 tested, 0.01% active | AID 463254;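 note: potency is the fitted concentration of half-maximal effect; plate controls were DMSO wells for no effect and full inhibition by NEM control for full effect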
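Cell-free coupled assay: 10nM USP2 core preincubated 30min RT with compound in Tris-HCl pH 8.0/CaCl2/CHAPS buffer, then 25nM Ub-CHOP2 and 25nM reporter substrate; fluorescence (Ex 485/Em 531) read after 60min RT, normalized to NEM inhibition, concentration-response curves fitted.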
PKM2 act = activators of human pyruvate kinase M2; AID 1631; Potency, µM (doses to about 57.5 µM), inactives show at the top dose activation, most hits filed as activators; 260,000 tested, 0.34% active; purified PKM2, Kinase-Glo ATP luminescence, activation; response scale: 0% is enzyme alone, no compound; note: potency is the fitted concentration of half-maximal effect; nearly all actives have a fitted effect of over 55% in size
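ATP formation by purified human PK-M2, quantified via coupled luciferase luminescence after 1 h at room temperature with 0.1 mM ADP and 0.5 mM PEP final.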
Numbers without * were called inactive; ? = inconclusive; nt = no result given; [ ] = dose if it differs, or a comment. Unless noted, calls come from the whole dose curve; as a rule, active = well fitted curve in the direction sought with a large enough effect; inconclusive = small, poorly fitted or top-dose-only effect, or another doubt; inactive = no such curve, though single readings can be large; an effect the other way counts as inactive or inconclusive. Unless noted, % is set by controls: 0 for no effect and ±100 for the full control effect.

SMILES	uPA generation	GALK inhibitor	B2AR arrestin	Coupling enz	KCNH2 3.1 block	Giardia killer	Eya2 inh	Chronic BCR inh	hERG WT inh	USP2a block	PKM2 act
O=C(CC1OC(=O)c2ccccc21)NNC(=O)c1ccc(F)cc1 (configuration not stated)	-8.7%	nt	-0.2%	nt	3.2	3.3	-13.6%	2.0%	9.7	-0.8%	nt
O=C(NCc1ccc(F)cc1)c1ccc(Cl)c(NC2=NC3CS(=O)(=O)CC3S2)c1 (configuration not stated)	-3.8%	nt	-0.7%	1.8	-40.0	35.0[activator]	3.2%	5.5%	2.0	0.6%	-1.9%
O=[N+]([O-])c1ccc(/C=N/Nc2nc(N3CCOCC3)nc(N3CCOCC3)n2)cc1	nt	0.8%	-0.5%	2.0	nt	nt	0.3%	1.7%	nt	-2.2%	-0.7%
C=CCC1(CC=C)CCCN1C(=O)c1cc(COc2cccc(OC)c2)on1	1.1%	0.6%	-0.3%	nt	24.4	-22.8	-5.1%	-3.3%	1.4	4.2%	nt
C=CCNC(=O)c1cc(-c2cccnc2)nc2ccccc12	-1.7%	3.7%	0.5%	3.4	10.4	14.9	-27.7%	-1.0%	-3.8	1.9%	nt
CC(Sc1nncn1C)C(=O)NCc1ccc2c(c1)OCO2 (configuration not stated)	1.5%	5.4%	0.0%	0.1	2.5	-9.4	-7.0%	1.1%	-1.7	4.1%	3.6%
Cn1c(N)c(C(=O)COC(=O)Cc2ccc(F)cc2)c(=O)n(C)c1=O	-2.3%	nt	0.2%	nt	-21.3	4.2	15.5%	15.2%	1.6	0.3%	nt
O=C(Cn1c(COc2ccccc2)nc2ccccc21)Nc1cc(Cl)ccc1Cl	-7.9%	-0.9%	-1.5%	1.7	-15.3	-20.0	3.1%	-1.2%	-10.3	2.5%	-3.2%
CCCC1(C(=O)OC)NC(c2cc(OC)c(OC)c(OC)c2)C2C(=O)N(CC)C(=O)C21 (configuration not stated)	1.2%	-2.4%	-0.2%	2.6	8.2	?	6.1%	2.9%	2.2	2.0%	-1.1%
CC1=NN(c2ccccc2)C(=O)C1N=Nc1ccccc1 (configuration not stated)	-0.7%	3.7%	4.7%	0.2	2.2	4.5	6.2%	-0.7%	-9.8	3.6%	0.2%
CN(Cc1ccccc1)C(NC(=O)c1ccccc1)C(Cl)(Cl)Cl (configuration not stated)	nt	-1.6%	-0.6%	2.9	1.3	-6.5	3.0%	11.1%	-14.7	-0.8%	7.7%
O=C(Nc1ccccc1)c1nn(-c2cccc(C(F)(F)F)c2)ccc1=O	?	3.3%	0.1%	2.8	-22.8	6.8	9.9%	0.3%	23.8	1.5%	-13.2%
COc1ccc(OC)c(-n2c(=S)[nH]c3cc(C(=O)N4CCC(C(N)=O)CC4)ccc3c2=O)c1	1.3%	0.8%	-0.2%	1.2	-0.7	-2.2	0.3%	-9.1%	1.3	1.1%	-15.4%
CCc1ccccc1NC(=O)C(C)n1nc([N+](=O)[O-])c(Br)c1C (configuration not stated)	-15.1%	-2.0%	3.0%	0.4	22.4	0.2	0.4%	-9.9%	-2.4	1.6%	-7.7%
Cc1ccc(C)c(OCC(O)CNC2CCCC2)c1 (configuration not stated)	10.9%	-1.9%	0.1%	3.1	7.2	-0.5	3.0%	3.1%	5.5	-1.4%	6.7%
CCCC(=O)Nc1ccc(S(=O)(=O)Nc2cc(OC)ncn2)cc1	8.0%	-4.1%	?	3.9	-15.2	-12.3	-11.7%	-1.1%	12.7	-0.7%	-0.9%
CC(C)(C)NC(=O)c1ccccc1-c1nc2ccccc2s1	-13.5%	0.6%	-0.2%	0.3	0.0	11.6	1.8%	3.8%	-11.3	0.0%	2.0%
Cc1nnc(NC(=O)c2cccc(S(=O)(=O)N3CC(c4ccccc4)CC3=O)c2)s1 (configuration not stated)	0.3%	1.4%	0.0%	1.8	-1.1	-11.9	8.7%	-1.6%	-0.7	1.6%	-14.6%
O=C1NCCCc2c1no[n+]2[O-]	1.8%	-2.4%	-0.3%	1.0	6.8	10.8	6.1%	-5.9%	-9.2	-0.3%	-3.1%
Cc1cccc(C(=O)NC(=S)Nc2ccccc2C(F)(F)F)c1	3.4%	0.8%	4.4%	-0.6	-8.2	-10.6	-3.5%	-16.3%	9.3	0.5%	1.2%
C/C(NCc1cccnc1)=C(\C#N)C(=O)NCc1ccccc1	2.4%	3.2%	0.1%	3.1	1.7	-24.6	1.7%	?	-3.2	-1.8%	0.1%
COc1ccc(N(CC(=O)N/N=C(\C)c2ccc(C)cc2)S(=O)(=O)c2ccccc2)cc1	5.7%	-1.1%	0.4%	-0.7	-1.1	0.1	7.8%	3.6%	-13.4	-1.5%	nt
COc1ccc(C)cc1N(C(=O)c1ccc(C#N)cc1)C1=NC(C)(C)CS1	5.3%	-1.4%	-0.3%	2.8	-21.7	6.5	?	1.0%	8.1	-1.6%	nt
CCOCCCNC(=O)C(NC(=O)Cc1cccs1)c1ccccc1 (configuration not stated)	4.2%	9.5%	-0.4%	2.9	-4.1	-13.4	2.8%	2.5%	-3.9	1.8%	nt
O=C(NC1CCCCCC1)C1CCN(S(=O)(=O)N2CCC3(CC2)OCCO3)CC1	4.4%	-3.7%	-1.0%	1.9	8.8	10.1	-7.8%	0.7%	-2.1	4.7%	-8.1%
NS(=O)(=O)c1ccc(NC(=O)COC(=O)c2cc3ccccc3oc2=O)cc1	5.0%	0.1%	0.1%	1.2	16.3	-7.1	-1.2%	?	0.2	-3.7%	0.0%
CC1(C)CC(=O)C2=C(C1)OC(N)=C(C#N)C2c1ccsc1 (configuration not stated)	1.0%	-0.1%	-0.2%	5.8	2.5	-27.6	6.7%	?	3.8	2.2%	-9.7%
COc1cc(NC(=O)c2cc(OC)c(OC)c(OC)c2)ccc1NC(=O)c1cccs1	-1.0%	-6.6%	0.2%	nt	nt	-8.8	-7.6%	?	-10.3	-0.8%	7.5%
CC12CC3CC(C)(C1)CC(C(=O)NCc1cccnc1)(C3)C2	5.7%	5.1%	-1.3%	-1.4	22.2	-9.2	-4.8%	7.3%	3.1	0.3%	2.7%
CC(=O)c1ccc(N2CCCC2)c(F)c1	nt	-1.6%	-0.7%	4.4	nt	nt	2.0%	?	nt	0.3%	-2.3%
COc1ccc(Nc2cc(Nc3cccc(OC)c3)ncn2)cc1	-6.2%	nt	14.1%	1.4	4.8	2.5	4.1%	?	-5.0	0.3%	nt
CC1CCN(c2nc(-c3ccccc3O)nc3ccccc23)CC1	2.0%	-4.8%	0.4%	-1.0	12.5	-4.6	4.5%	?	0.7	0.8%	1.6%
CCCOC1CCCN(C(=O)c2ccc(OC3CCN(C(=O)COC)CC3)cc2)C1 (configuration not stated)	-0.2%	-3.6%	0.0%	nt	nt	13.6	-4.9%	0.0%	-7.5	0.7%	-1.0%
O=C(Nc1ccc(NC(=S)NC(=O)c2ccccc2F)cc1)c1cccs1	-0.1%	1.2%	0.0%	-3.0	-4.7	-24.0	-17.5%	-17.1%	4.7	1.5%	-12.0%
CCOC(=O)c1c(C)[nH]c(C(=O)NCc2ccccc2OC)c1C	nt	4.4%	0.5%	6.7	nt	nt	6.3%[15.4 µM]	1.7%	nt	-0.2%	3.9%

Some of these compounds in order of length of the SMILES, rising:
SMILES	uPA generation	GALK inhibitor	B2AR arrestin	Coupling enz	KCNH2 3.1 block	Giardia killer	Eya2 inh	Chronic BCR inh	hERG WT inh	USP2a block	PKM2 act
CC(=O)c1ccc(N2CCCC2)c(F)c1	nt	-1.6%	-0.7%	4.4	nt	nt	2.0%	?	nt	0.3%	-2.3%
NS(=O)(=O)c1ccc(NC(=O)COC(=O)c2cc3ccccc3oc2=O)cc1	5.0%	0.1%	0.1%	1.2	16.3	-7.1	-1.2%	?	0.2	-3.7%	0.0%
O=C(NC1CCCCCC1)C1CCN(S(=O)(=O)N2CCC3(CC2)OCCO3)CC1	4.4%	-3.7%	-1.0%	1.9	8.8	10.1	-7.8%	0.7%	-2.1	4.7%	-8.1%

Copied from the list.
Coupling enz result of CN(Cc1ccccc1)C(NC(=O)c1ccccc1)C(Cl)(Cl)Cl (configuration not stated) = 2.9
Chronic BCR inh result of Cn1c(N)c(C(=O)COC(=O)Cc2ccc(F)cc2)c(=O)n(C)c1=O = 15.2%
